PvdQ acylase: P. aeruginosa PvdQ acylase inhibitors, primary screen, biochemical, fluorescence, plate reader and imaging, single point. PvdQ acylase [Pseudomonas aeruginosa LESB58]. purified PvdQ acylase. inhibition, % at 10 µM. 0.063% of 340,000 active. AID 488965, 2010; in the data active = inhibition above about 30%, passing the limit was not always enough; inconclusive = no clear call, values can overlap the other calls;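 note: 0% = vehicle neutral wells and 100% = reference inhibitor wells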
SR-BI HDL uptake: inhibitors of SR-BI mediated HDL lipid uptake, primary screen, ldlA[mSR-BI] cells, fluorescence, single point; AID 488896, 2010; ldlA[mSR-BI] CHO cells, DiI-HDL uptake fluorescence, 3 h; inhibition, % at 12.5 µM; 0.96% of 320,000 active; Scavenger receptor class B member 1 (Mus musculus), Q61009;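 active = mean replicate inhibition of at least 70% and a set share of replicates each scoring 70 or more; inconclusive = meets just one of the two criteria; inactive = fails both criteria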;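 note: 0% = median of neutral control wells and 100% = median of positive control wells; values of inactives mirror those of a sister screen read the other way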
MITF TRPM1 HTS: activators of MITF-driven TRPM1 promoter reporter, primary screen, cell-based, SK-MEL-5, luciferase, single point | AID 588334, 2011 | 0.75% of 300,000 active | SK-MEL-5 TRPM1-promoter luciferase, 24 h; % of positive control, neutral wells = 0 | activation, % at 12.5 µM;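 active = mean activation of at least 80% with every replicate also reaching 80%; inconclusive = mean reaches 80% but some replicate falls short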;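 note: 0% = neutral control wells and 100% = parthenolide positive control wells; values of inactives mirror those of a sister screen read the other way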
PfHsp90 set2: growth inhibition of PfHsp90-expressing yeast, primary screen, antimalarial PfHsp90 inhibitor project, S. cerevisiae, BacTiter-Glo luminescence, single point, set 2; BacTiter-Glo ATP, 48 h; yeast lacking PDR1 and PDR3 efflux regulators; inhibition, % at 9.4 µM; AID 504621, 2011; 0.32% of 310,000 active;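 active = every replicate shows inhibition above about 80%, whatever the replicate mean, limit read from the data; inconclusive = mean inhibition reaches the set limit but some replicate falls short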;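 note: 0% = DMSO neutral controls and 100% = 20 µM radicicol positive controls; yeast relying on Plasmodium falciparum Hsp90 in place of its own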
NSD2 HMT inh: NSD2 histone methyltransferase inhibitors, primary screen, biochemical, AlphaScreen, single concentration, set 2. Histone-lysine N-methyltransferase NSD2 (Homo sapiens), O96028. NSD2 peptide methylation, 120 min. inhibition, % at 12.5 µM. 0.54% of 310,000 active. AID 743445, 2014; in the data active = inhibition above about 50%
Target sequence (O96028 whole entry, looked up): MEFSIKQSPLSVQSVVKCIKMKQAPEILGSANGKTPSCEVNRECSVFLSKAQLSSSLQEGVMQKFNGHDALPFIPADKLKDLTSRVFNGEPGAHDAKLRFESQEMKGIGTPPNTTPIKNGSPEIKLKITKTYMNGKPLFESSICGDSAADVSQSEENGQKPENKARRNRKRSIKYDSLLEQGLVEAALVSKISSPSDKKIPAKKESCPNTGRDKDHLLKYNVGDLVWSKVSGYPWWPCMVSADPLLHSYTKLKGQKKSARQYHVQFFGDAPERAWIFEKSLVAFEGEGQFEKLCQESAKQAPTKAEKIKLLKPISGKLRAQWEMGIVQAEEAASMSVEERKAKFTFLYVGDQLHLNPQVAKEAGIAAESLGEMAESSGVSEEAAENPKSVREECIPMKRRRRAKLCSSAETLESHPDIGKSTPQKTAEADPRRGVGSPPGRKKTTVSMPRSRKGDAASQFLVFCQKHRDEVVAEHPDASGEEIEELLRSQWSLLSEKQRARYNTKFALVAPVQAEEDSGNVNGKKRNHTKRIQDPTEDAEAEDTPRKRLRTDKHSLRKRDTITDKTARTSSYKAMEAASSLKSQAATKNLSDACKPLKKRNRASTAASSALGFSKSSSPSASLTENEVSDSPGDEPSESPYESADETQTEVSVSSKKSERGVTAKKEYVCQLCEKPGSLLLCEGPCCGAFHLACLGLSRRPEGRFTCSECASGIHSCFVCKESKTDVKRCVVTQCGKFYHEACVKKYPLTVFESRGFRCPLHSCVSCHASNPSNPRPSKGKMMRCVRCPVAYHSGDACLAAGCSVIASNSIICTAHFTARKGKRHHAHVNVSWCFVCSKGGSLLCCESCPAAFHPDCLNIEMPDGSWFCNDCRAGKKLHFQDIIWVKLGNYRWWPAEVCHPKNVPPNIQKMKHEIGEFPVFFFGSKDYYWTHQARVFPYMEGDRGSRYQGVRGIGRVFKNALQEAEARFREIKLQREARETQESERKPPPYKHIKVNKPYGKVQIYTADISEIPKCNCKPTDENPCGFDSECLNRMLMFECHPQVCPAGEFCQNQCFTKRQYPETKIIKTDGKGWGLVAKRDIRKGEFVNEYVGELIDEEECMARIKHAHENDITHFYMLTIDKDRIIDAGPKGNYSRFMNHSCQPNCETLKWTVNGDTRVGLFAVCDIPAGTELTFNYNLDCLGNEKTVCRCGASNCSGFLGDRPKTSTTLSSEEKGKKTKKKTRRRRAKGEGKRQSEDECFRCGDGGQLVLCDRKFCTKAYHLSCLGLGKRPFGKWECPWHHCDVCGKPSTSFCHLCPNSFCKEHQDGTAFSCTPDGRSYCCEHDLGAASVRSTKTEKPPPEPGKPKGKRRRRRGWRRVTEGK
CAL PDZ FP-1: untagged CAL PDZ binding inhibitors, primary screen, biochemical, fluorescence polarization, HTS; Golgi-associated PDZ and coiled-coil motif-containing protein (Homo sapiens), Q9HD26; purified CAL PDZ, TMR-peptide fluorescence polarization, 1 h; inhibition, % at 24.9 µM; 0.92% of 300,000 active; AID 602252, 2012;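 active = mean inhibition of at least 30% with at least half of replicates also reaching 30%; inconclusive = no clear call, values can overlap the other calls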;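 note: 0% = DMSO neutral control and 100% = excess unlabeled competitor peptide PRC23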
Rtt109 HAT inh: inhibitors of C. albicans Rtt109/Vps75 HAT, primary screen, biochemical, ThioGlo CoA-SH fluorescence, plate reader | Histone acetyltransferase RTT109 (Candida albicans (strain SC5314 / ATCC MYA-2876)), … | purified Rtt109/Vps75, 4 h | inhibition, % at 34.9 µM | 0.16% of 330,000 active | AID 540336, 2011;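 active = inhibition of at least 50% in every replicate; inconclusive = best replicate reaches 50% inhibition but some replicates fall short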
SR-BI uptake up: activators of SR-BI mediated DiI-HDL uptake, primary screen, ldlA[mSR-BI] CHO cells, DiI fluorescence; activation, % at 12.5 µM; 3 h; 100 = double the neutral-control signal; 0.096% of 320,000 active;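 active = mean replicate activation of at least 60% and every replicate at or above 60%; inconclusive = mean or all-replicate condition met, but not both; inactive = mean below 60% and not all replicates reaching 60%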;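 note: 0% = median plate neutral-control signal and 100% = twice that signal; values of inactives mirror those of a sister screen read the other way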
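material = CHO ldlA[mSR-BI] cells | medium = Ham's F12 with 0.5% BSA, HEPES 25 mM, pH 7.4 | reagent = fluorescent DiI-HDL, 10 µg/mL final | compound dosing = single-point compound dose | incubation = 3 h, 37 °C | measured by = bottom-read fluorescence, 550/595 nm | measure = HDL uptake via cellular fluorescence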
dFosB act: activators of delta FosB homodimer, primary screen, biochemical, fluorescence polarization, TAMRA-CDK5 oligo, single point; Protein FosB (Mus musculus), P13346; purified delta FosB; percent of positive-control signal above neutral wells; activation, % at 25 µM; 0.99% of 340,000 active;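 active = mean activation above about 17%, with every replicate also reaching it, limit read from the data, passing the limit was not always enough; inconclusive = only one of the two conditions met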;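 note: fluorescence polarization rise as delta FosB binds a TAMRA Cdk5 AP-1 oligo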
CAL PDZ FP-2: CAL PDZ peptide-binding inhibitors, primary screen, biochemical, fluorescence polarization, Cer-tagged CAL PDZ, HTS. Golgi-associated PDZ and coiled-coil motif-containing protein (Homo sapiens), Q9HD26. purified CAL PDZ, TMR-peptide fluorescence polarization, 1 h. inhibition, % at 20 µM. 0.02% of 330,000 active. AID 504414, 2011;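 active = highest replicate inhibition of at least 40%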;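 note: plate controls were DMSO neutral control wells for no effect and unlabeled competitor peptide control wells for full effect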
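Test system: purified CerCALP PDZ construct; Compound dosing: one concentration, 20 µM compound; Also added: TMR-labelled reporter peptide T*-PRC34 bound in PDZ groove; Read-out: inhibition from polarization loss; Controls: unlabelled peptide and DMSO controls; Signal: FP readout, S and P plane fluorescence; Incubation: 1 h at RT.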
An asterisk follows results filed as active; ? = inconclusive; nt = not tested or not shown.

structure | PvdQ acylase | SR-BI HDL uptake | MITF TRPM1 HTS | PfHsp90 set2 | NSD2 HMT inh | CAL PDZ FP-1 | Rtt109 HAT inh | SR-BI uptake up | dFosB act | CAL PDZ FP-2
CCN(CC)CCNc1nc(-c2ccccc2)c2c(c1C#N)CC(C)(C)OC2 | -15 | -29 | 3 | -18 | 7 | -3 | 0 | 29 | -4 | 0.1
CCc1ccc2[nH]c(=O)c(CN(CCCN3CCOCC3)C(=O)Nc3cccc(Cl)c3)cc2c1 | -7 | 1 | 13 | -12 | 3 | -4 | 21 | -1 | 6 | -2.9
CC(=O)N1CCN(S(=O)(=O)c2cccc(C(=O)OCC(=O)NC(=O)c3cccn3C)c2)CC1 | -11 | 18 | -2 | 1 | 0 | -5 | 2 | -18 | -7 | 0.0
C/C(=N\NC(=O)c1ccc(O)cc1)c1ccc2c(c1)Nc1ccccc1S2 | 0 | ? | 39 | -1 | -1 | 0 | nt | -72 | -2 | -2.3
CC1CCCCC1NC(=O)CO/N=C/c1ccc(OC(F)F)cc1 (configuration not stated) | -9 | -22 | 0 | -49 | -8 | -4 | 1 | 22 | -8 | 0.2
O=C1[C@H](Cc2ccccc2)NCCCC[C@@H](c2ccc(Cl)cc2)N1Cc1ccccc1 | -6 | -44 | 2 | 5 | nt | -1 | -5 | 44 | 0 | -0.5
O=C(NC1CCCc2ccccc21)C1CCCC1 (configuration not stated) | 2 | 8 | 11 | 6 | -1 | -4 | -12 | -8 | -1 | -0.4
O=S(=O)(Nc1nc2ccccc2[nH]1)c1ccc(Cl)cc1 | -12 | -9 | -5 | 1 | 1 | -1 | -9 | 9 | -1 | 0.0
CNc1c(NS(=O)(=O)c2ccc(Br)cc2)c(=O)oc2ccccc12 | -7 | nt | 2 | 0 | -1 | 2 | -11 | nt | 99* | -1.3
CCc1nnc(NC(=O)Cc2c[nH]c3ccccc23)s1 | -14 | 6 | -23 | -13 | 1 | -3 | 4 | -6 | 2 | -2.3
CCOC(=O)[C@@H]1[C@H]2COc3ccc(Br)cc3[C@@H]2N2C(=O)N(c3ccc(F)cc3)C(=O)[C@@]12C | -8 | -17 | -3 | -6 | nt | 1 | -3 | 17 | -3 | 0.2
COc1ccc2nc3cc(Cl)ccc3c(Nc3ccc(O)c(CN4CCN(C)CC4)c3)c2c1 | -17 | 18 | nt | -23 | -2 | -3 | -3 | -18 | 124* | 5.7
COc1ccc(Nc2nc(N)nc(CSc3nccc(C)n3)n2)cc1 | 0 | 8 | 8 | 25 | -7 | 0 | -10 | -8 | -3 | -0.3
O=S(=O)(c1ccc(S(=O)(=O)N(Cc2ccco2)Cc2ccccc2Cl)cc1)N1CCCC1 | -3 | -41 | -13 | -2 | 14 | -1 | -9 | 41 | 7 | -0.5
N#Cc1ccccc1CSc1nc2ccsc2c(=O)n1Cc1ccccn1 | -11 | 8 | 24 | -91 | -1 | nt | 1 | -8 | 0 | -0.4
Cc1c(Br)c([N+](=O)[O-])nn1CC(=O)N1CCN(C23CC4CC(CC(C4)C2)C3)CC1 | -11 | 16 | 10 | -4 | 11 | -2 | 3 | -16 | -6 | -2.4
O=C(NC1(C(F)(F)F)NC(=O)N(Cc2ccccc2)C1=O)c1cccs1 (configuration not stated) | -17 | -21 | nt | nt | -2 | -3 | nt | 21 | -4 | -2.3
N#C/C(=C(/O)CCl)c1nnc2n1CCCCC2 | 29 | -12 | 4 | -26 | 0 | 5 | 7 | 12 | 7 | 7.8
Cc1cccc(-c2ccc3c(c2)C2CC3CCN2C(=O)OCc2ccccc2)c1 (configuration not stated) | -18 | 85* | 1 | -5 | nt | -5 | 13 | -85 | -6 | 0.1
O=[N+]([O-])c1ccc(/C=C/c2ccc3cccc([N+](=O)[O-])c3n2)cc1 | -6 | 21 | -13 | 27 | 0 | 1 | -8 | -21 | -1 | -3.4
Cc1ccc(NC(=O)/C(=C\c2cccnc2)NC(=O)c2ccccc2)cc1 | -2 | -5 | 16 | -4 | 0 | -2 | -3 | 5 | -7 | -0.9
CC(=O)N1CCN(c2ccc(NC(=O)c3cccc(Cl)c3Cl)cc2)CC1 | -11 | 48 | nt | -1 | 0 | -6 | 2 | -48 | -3 | nt
COc1cc2c(C(=O)NCCCOC(C)C)cn(CC(C)C)c(=O)c2cc1OC | -10 | 3 | -2 | 14 | -2 | 3 | 5 | -3 | -8 | -1.5
O=C(OCCc1ccccc1)c1cc(O)c(O)c(O)c1 | -28 | -8 | 42 | 8 | nt | -2 | 4 | 8 | -8 | -0.2
CC(C)(CO)C(O)C(=O)NCCC#N (configuration not stated) | 0 | -31 | nt | 19 | nt | -1 | 3 | 31 | -6 | 0.1
COc1ccc2cc(/C=C/C(=O)N3CCN(CC(=O)N4CCCCCC4)CC3)ccc2c1 | 0 | 60 | 14 | 33 | 6 | -2 | 1 | -60 | 0 | -3.5
C=CCNC(=O)Nc1ccc2oc(C)nc2c1 | -3 | -30 | 9 | -27 | -1 | -2 | 1 | 30 | 1 | 0.0
Cc1ccc(N(C(=O)C(F)(F)F)C(C(=O)NC2CCCCC2)c2cccs2)cc1C (configuration not stated) | 3 | -36 | 2 | -2 | -4 | -1 | 8 | 36 | 4 | -1.7
CC(=O)NC(Cc1ccccc1)Cc1ccccc1 | 1 | -6 | 9 | -2 | -3 | -1 | 3 | 6 | 3 | 0.4
Cc1ccc(C2NC(=O)c3sc(=S)n(-c4ccccc4)c3N2)cc1 (configuration not stated) | -8 | 12 | 1 | -22 | -1 | nt | 2 | -12 | -3 | 0.2
CCCCCNC(=O)C(=O)C1C(=O)Nc2ccccc21 (configuration not stated) | -10 | -12 | -5 | 3 | 2 | -2 | -5 | 12 | -2 | 0.0
CCOc1ccc(CC(=O)N/N=C(\C)c2cccnc2)cc1 | 0 | -31 | -3 | 2 | 2 | -1 | 10 | 31 | -1 | -2.3
Fc1ccc(-c2c[nH]c(=S)n2Cc2ccccc2)cc1 | -19 | 2 | 8 | -13 | 2 | nt | 3 | -2 | -2 | -1.0
Cc1ccc2nc(Cl)c(C3CC(c4cccs4)=NN3C(=O)CCCC(=O)O)cc2c1 (configuration not stated) | -9 | -31 | -6 | 2 | 0 | -1 | 8 | 31 | -6 | -3.1
CC(C)c1ccc(C2=NN(c3ccccc3)C(=O)CC2)cc1 | -6 | 0 | 5 | 4 | -4 | 0 | -1 | 0 | -9 | -0.5
CCCOc1ccc(CN(C(=O)c2cccc(OC)c2)C2CCS(=O)(=O)C2)cc1 (configuration not stated) | -5 | 0 | 5 | 6 | 0 | -1 | 3 | 0 | -7 | -2.1
CN(C)c1ccc(N=Nc2ccccc2C(=O)OCC(=O)N2CCCC2)cc1 | -10 | 12 | 21 | 1 | 23 | -3 | ? | -12 | -1 | -0.9
COc1ccc(-c2cccc(C(=O)Nc3ccc(OC)c(OC)c3)c2)cc1 | 8 | 65 | 4 | -8 | 1 | 6 | 10 | -65 | -3 | 1.0
O=C(NNC(=O)c1cc2cc3ccccc3nc2s1)c1ccc(F)cc1 | 8 | 20 | nt | -29 | 1 | 3 | 6 | -20 | -2 | 0.1
O=c1c2ccccc2nc(/C=C/c2ccc([N+](=O)[O-])o2)n1CCCO | 4 | 9 | -97 | -22 | 3 | -3 | -7 | -9 | -3 | nt
O=C(COC(=O)CNC(=O)c1ccccc1F)NC1CC1 | 2 | -17 | 9 | -7 | -3 | nt | 7 | 17 | -3 | -0.5
CCOC(=O)C1=CNS(=O)(=O)NC1c1ccc(Br)cc1F (configuration not stated) | 13 | 12 | -1 | 1 | nt | 0 | 3 | -12 | 5 | 0.8
Cc1nc(SCC(=O)NCCc2ccccc2)nc(C)c1C | 11 | -4 | 4 | 3 | 1 | -2 | -1 | 4 | -8 | -0.6
CCN(CC(=O)NC1CCCC1)S(=O)(=O)c1ccc(F)cc1 | -13 | -10 | 16 | 4 | 0 | 2 | -7 | 10 | -4 | -1.1
Cc1cc(C)c2nc(SCC(=O)Nc3cc(C)on3)c(C)cc2c1 | 3 | nt | -14 | 8 | 11 | nt | 3 | nt | 5 | -0.4
Cc1ccc(S(=O)(=O)NCCC(=O)OCC(=O)NCCc2ccccc2)cc1C | -13 | 1 | 2 | 16 | 6 | 5 | 2 | -1 | -4 | -3.1
CC(=O)c1ccc(Nc2ncnc3c2oc2ccccc23)cc1 | 10 | 12 | 60 | -7 | -8 | -1 | 9 | -12 | -1 | nt
CCOC(=O)C1=C(c2ccccc2)N(C)C(=O)NC1c1ccc(OC(F)F)c(OC)c1 (configuration not stated) | 2 | 9 | nt | 4 | 1 | 6 | 3 | -9 | -9 | -1.9
COc1cc(SC)ccc1C(=O)N1CCN(Cc2ccc3c(c2)OCO3)CC1 | -11 | 56 | nt | 27 | 1 | 46* | -6 | -56 | -3 | -0.9
Cc1cc(C)cc(Oc2ccc(C(F)(F)F)cc2C#N)c1 | 12 | 28 | -9 | 10 | -1 | -2 | -10 | -28 | 7 | nt
Cc1ccc(SCC(=O)O/N=C(\N)c2cccnc2)cc1 | -10 | -10 | 9 | -1 | -3 | -2 | -1 | 10 | 0 | -4.1
O=C(COc1ccc(S(=O)(=O)N2CCCC2)cc1)N1CCCC1 | -6 | nt | -7 | 5 | -6 | nt | -12 | nt | -7 | -0.6

Screens deposited in PubChem by Broad Institute.

No enrichment for hits, and some 4.3% of all compounds hit somewhere here.
